PI5P4Ka inh = inhibitors of human PI5P4K alpha; PI5P4Kalpha enzyme, ADP-Glo luminescence, 60 min; stronger effect = lower value; max response, %; 330,000 tested, 1.2% active; AID 652105; active = max response of -50% or lower; inconclusive = between -30% and -50%; inactive = -30% or higher; also: value at the top dose of about 77 µM; % is scaled to controls: 0 for no effect and ±100 for the full control effect
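Compounds were pin-transferred onto PI5P4Kalpha and substrate in HEPES pH 7.4 buffer with EGTA, CHAPS and 5% DMSO. ATP (5 microM final) started the reaction, which ran 60 minutes at room temperature before ADP-Glo detection.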
HEK293 tox = cytotoxic in the GLP-1 receptor inverse agonist counter-screen; HEK293 cAMP-luciferase reporter cells, luminescence, 24 h; Potency, µM (top dose mostly 38.3 µM), for the others: at the highest dose activity change, negative = inhibition, actives largely listed as inhibitors; 410,000 tested, 0.13% active; AID 624418;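 also: loss of luciferase light is scored as toxicity; potency is read from the fitted curve at half-maximal effect; % is scaled to controls: 0 for no effect and ±100 for the full control effect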
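Cells in DMEM/10% Nu serum/1% pen-strep, 1536-well format. Pre-incubated 12 h, dosed with 23 nL compound, incubated a further 24 h. Luciferase detection, 12 min at room temp, luminescence.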
GLP1R ag = agonists of human GLP-1 receptor. HEK293 GLP-1R CRE-luciferase, luminescence, 4-6 h; cells express a hypersensitive GLP-1R form. Potency, µM (titrated, usually from 45.6 µM), for inactives: at the top dose activation, actives largely listed as activators. 380,000 tested, 0.007% active. AID 624172; also: potency is read from the fitted curve at half-maximal effect; % of control where 0% means no effect
Target sequence (P43220 whole entry, looked up): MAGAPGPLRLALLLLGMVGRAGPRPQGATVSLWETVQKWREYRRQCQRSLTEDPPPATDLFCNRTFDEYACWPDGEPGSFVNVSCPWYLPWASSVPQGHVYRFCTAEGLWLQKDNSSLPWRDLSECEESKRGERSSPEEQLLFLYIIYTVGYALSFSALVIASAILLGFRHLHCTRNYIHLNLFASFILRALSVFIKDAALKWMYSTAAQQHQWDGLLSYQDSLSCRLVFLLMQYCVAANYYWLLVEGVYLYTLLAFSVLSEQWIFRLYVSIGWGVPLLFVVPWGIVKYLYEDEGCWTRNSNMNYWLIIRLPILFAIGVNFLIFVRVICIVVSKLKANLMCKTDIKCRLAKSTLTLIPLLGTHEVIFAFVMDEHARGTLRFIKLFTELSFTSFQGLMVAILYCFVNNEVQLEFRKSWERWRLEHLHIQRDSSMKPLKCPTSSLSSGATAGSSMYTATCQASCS
PLK1 PBD inh = inhibitors of human PLK1 polo-box domain binding. Plk1 PBD binding of FITC phosphopeptide, fluorescence polarization. 360,000 tested, 2.8% active. P53350. AID 720504. Potency, µM, without a hit: max response, negative = inhibition, most hits filed as inhibitors; also: potency is read from the fitted curve at half-maximal effect; series mostly up to about 57 µM; % is scaled to controls: 0 for no effect and ±100 for the full control effect; nearly all actives have a fitted effect of over 65% in size
GLP1R inv ag = GLP-1 receptor (human) inverse agonism. HEK293 GLP-1R CRE-luciferase, luminescence, 24 h; GLP-1R form is constitutively active. 410,000 tested, 1.6% active. P43220. Potency, µM (doses to about 38.3 µM), for inactives: at the top dose activity change, negative = inhibition, most hits filed as inhibitors; also: potency is read from the fitted curve at half-maximal effect; % is scaled to controls: 0 for no effect and ±100 for the full control effect; nearly all actives have a fitted effect of over 55% in size
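Inverse agonists were sought by their lowering of basal cAMP reporter luciferase output in HEK293 cells stably carrying constitutively active human GLP-1R, after 24 h compound treatment.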
IL-2 act = activates IL-2 in a cell-based reporter assay. IL-2 activation reporter assay, cell-based qHTS; stimulated with anti-CD3/CD4/CD28 beads; in transgenic mouse T cells. activation, % (series mostly up to about 46 µM). 360,000 tested, 0.065% active. AID 652025; in the data active = activation above about 50%; inconclusive = mostly about 30% to 49%; also: 0% is about no effect
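Readout is EGFP and DsRed signal by fluorescent plate cytometry after 18 h at 37 degrees C. Transgenic mouse T cells (750/well) received compound for 60 min before bead stimulation (anti-CD3, anti-CD4, anti-CD28); memory T cells served as non-tolerant control.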
DRD3 agonist = activates the human D3 dopamine receptor | P35462 | D3R DiscoveRx beta-arrestin cells, luminescence, 90 min | max activation, % | 410,000 tested, 0.58% active | AID 652048; in the data active = max activation above about 30%; also: 0% is about no effect; mostly tested at two doses, the higher about 12 µM
Target sequence (P35462 whole entry, looked up): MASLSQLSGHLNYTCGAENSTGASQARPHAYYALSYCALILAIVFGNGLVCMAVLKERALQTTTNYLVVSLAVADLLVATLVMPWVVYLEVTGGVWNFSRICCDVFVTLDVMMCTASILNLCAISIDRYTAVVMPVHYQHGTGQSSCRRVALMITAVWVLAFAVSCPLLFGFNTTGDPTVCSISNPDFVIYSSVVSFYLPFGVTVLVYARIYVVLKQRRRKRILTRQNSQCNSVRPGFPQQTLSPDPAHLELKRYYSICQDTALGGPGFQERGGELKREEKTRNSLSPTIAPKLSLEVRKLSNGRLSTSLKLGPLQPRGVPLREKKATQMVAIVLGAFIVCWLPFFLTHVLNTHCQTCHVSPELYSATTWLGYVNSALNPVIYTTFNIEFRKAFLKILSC
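Cells at 1500/well, incubated overnight, then treated with pinned compounds (dopamine as control) for 90 min at 37 degrees C. DiscoveRx reagent added for 30 - 60 minutes at room temperature; luminescence read.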
WRN helicase inh = WRN helicase (human) inhibition; 360,000 tested, 0.46% active; Q14191; WRN helicase unwinding, fluorescent forked duplex, kinetic; Potency, µM (highest dose often 114 µM), for the others: at the top dose activity change, negative = inhibition, usual class: inhibitors; also: potency is read from the fitted curve at half-maximal effect; % is scaled to controls: 0 for no effect and ±100 for the full control effect; nearly all actives have a fitted effect of over 55% in size
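WRN at 20 nM final preincubated with compound 15 min at room temperature; reaction started with 100 nM fluorophore/quencher forked duplex oligonucleotide and 2 mM ATP final. Unwinding followed kinetically by red fluorescence (ex 525, em 598 nm).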
D3 antag = D3 dopamine receptor (human) antagonism; P35462; D3R cells, DiscoveRx beta-arrestin luminescence, antagonist mode; stronger effect = lower value; AID 652054; 360,000 tested, 2.5% active; max response, negative = inhibition, %; in the data active = max response below about -50%; inconclusive = no clear call, values can overlap the other calls; also: % is scaled to controls: 0 for no effect and ±100 for the full control effect; mostly tested at two doses, the higher about 12 µM
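Cells expressing the human receptor were seeded at 1500 cells/well, incubated overnight at 37 degrees C in 5% CO2, then exposed to library compounds with dopamine controls for 90 minutes at 37 degrees C before luminescent detection.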
An asterisk follows results filed as active; ? = inconclusive; nt = not tested or not shown; [ ] = another dose, or the depositor's remark. Unless noted, calls follow the shape of the dose curve; as a rule, active = well fitted curve in the direction sought with a large enough effect; inconclusive = small, poorly fitted or top-dose-only effect, or another doubt; inactive = no such curve, though single readings can be large; an effect the other way counts as inactive or inconclusive.

Order of results – PI5P4Ka inh	PLK1 PBD inh	D3 antag	HEK293 tox	WRN helicase inh	DRD3 agonist	IL-2 act	GLP1R ag	GLP1R inv ag
COc1cc(OC)c(OC)cc1CNCCNC(=O)c1ccco1
    -10.5	-7.3%	-14.7	14.1%	?	-2.2	0.9	0.2%	-5.0%
O=C(Nc1ccc(C(=O)N2CCN(c3ccc(Cl)cc3)CC2)cc1)C1=CSCCO1
    -8.2	-4.8%	-0.9	1.2%	5.4%	5.9	-1.3	-4.4%	3.1%
OC[C@@H]1CN(Cc2ccc3c(c2)OCO3)C[C@H](n2cnc3c(NCc4ccncc4)ncnc32)O1
    7.0	-7.7%	4.6	-5.5%	0.8%	4.3	0.7	-4.2%	35.3%[activator]
CCOC(=O)c1c(NCC(C)C)c2ccccc2[nH]c1=O
    -5.1	-2.3%	?	-13.1%	5.7%	2.8	0.1	0.6%	-21.6%
CCCCCN1C=CC(=C2C(=O)c3ccccc3C2=O)C=C1
    ?	3.9%	-6.5	3.3%	5.3%	0.0	4.6	22.2%	?
CCOC(=O)NC(Nc1nc2ccccc2s1)(C(=O)OCC)C(F)(F)F (stereo not given)
    nt	-7.7%	-15.5	2.6%	-5.2%	-9.6	0.0	8.3%	?
COC(=O)[C@@H](NC(=O)Nc1cc(Cl)ccc1C)C(C)C
    nt	-6.5%	-9.3	10.4%	-6.7%	4.5	1.5	8.3%	-4.5%
CC(C)OC(=O)CSc1nc2cccnc2n1-c1ccc(F)cc1
    nt	-6.1%	?	1.6%	2.9%	-4.7	0.3	3.6%	9.5%
COC(=O)c1sc(S(=O)(=O)Nc2ccc(Br)cc2)c(C(=O)OC)c1C
    12.5	?	-14.1	9.8%	-18.7%	4.3	-0.5	0.0%	-10.5%
CCCCC(=O)NC(=S)Nc1cccc(Cl)c1N1CCCCC1
    25.5	-5.5%	-27.9	?	-19.8%	-40.2	12.7	5.9%	?
CN(C)/C=C/C(=O)c1cnc(-c2ccc(Cl)cc2)s1
    -8.0	-5.4%	12.1	12.8%	9.2%[57.1 µM]	0.9	0.6	2.8%	16.4%
CC(=O)c1c(C)[nH]c(C(=O)CSc2nc3ccccc3n2C)c1C
    -14.7	-3.3%	74.0	-9.8%	15.4%	2.6	-0.4	-0.3%	37.1%[activator]
O=C(NC1CCC(=O)N(CCSc2ccccc2)CC1)OCc1ccccc1 (stereo not given)
    -0.9	-16.9%	96.6	6.7%	8.6%	0.0	-0.5	2.7%	?
Cc1nc2c(-c3ccccc3)cnn2c(N)c1-c1ccccc1
    3.5	2.0%	6.1	4.8%	-13.7%	3.0	-5.5	7.5%	?
O=c1c2ccccc2c(C=NCCO)c(O)n1-c1ccccc1
    3.6	-8.1%	-27.2	5.7%	0.4%	-1.9	1.8	-9.8%	-17.9%
CCn1nnnc1SCC(=O)N1CCN(c2ccccc2)CC1
    -3.5	-0.5%	-25.1	-0.5%	7.6%	4.6	1.6	-6.9%	15.1%
COc1ccc(CC(=O)NC2CC(C)(C)NC(C)(C)C2)cc1OC
    -0.3	-0.8%	-0.3	1.4%	2.7%	8.7	-1.8	-6.3%	9.2%
Clc1ccc(-c2nnc(N3CCOCC3)o2)cc1
    1.1	-3.5%	9.3	-3.5%	-2.9%	10.2	0.1	17.3%	16.0%
CCn1cc(C(=O)NCc2ccc(C)o2)c2cc(OC)c(OC)cc2c1=O
    -11.3	-4.3%	6.3	-0.5%	18.5%	4.9	-1.4	15.8%	0.3%
Cc1cc(C)c(C#N)c(OCc2ccc(Cl)nc2)n1
    1.4	1.2%	-17.7	-7.9%	3.1%	-24.0	-8.5	19.9%	35.5%[activator]
CC(=O)N(C)c1cccc(-c2ccc3nnc(C)n3n2)c1
    3.0	-4.9%	5.4	1.5%	-0.6%	3.0	-1.7	0.4%	4.4%
N#CCc1ccc(-c2cccc3nccn23)cc1
    -2.5	2.7%	7.3	2.4%	-5.6%	13.4	0.4	-5.8%	22.1%
Clc1ccc(OCCCCN2CCc3ccccc3C2)cc1
    11.7	-10.4%	-114.3*	-17.6%	-3.6%	-9.4	-1.0	3.5%	?
O=C(Cc1cccc(NC(=O)C2CCCN(C(=O)C3CCCCC3)C2)c1)Nc1cccc(C(=O)N2CCCC2)c1 (stereo not given)
    -2.2	-0.4%	-9.2	-12.6%	0.5%	-2.3	4.6	-3.7%	18.7%
CN(C)c1nc2n(c(=O)n1)CCS2
    -5.6	0.8%	-6.0	4.2%	3.3%	-2.5	1.3	-11.4%	8.7%
S=c1[nH]nc(-c2ccccc2)n1/N=C/c1c[nH]c2ccccc12
    -7.9	-10.3%	?	15.7%	-14.4%	-6.8	-3.6	2.5%	27.9%
CCCC12CN3CC(C)(CN(C1)C3c1ccco1)C2=O (stereo not given)
    -7.4	18.9µM*	0.6	0.9%	-7.3%	2.5	-0.6	1.7%	8.2%
COC(=O)Cc1ccc(NC(=O)c2ccccc2Cl)cc1
    7.9	1.5%	0.0	3.1%	-1.7%	-4.0	-1.6	2.2%	-10.9%
CCOC(=O)c1c[nH]c(=O)c(Br)c1O
    -13.0	0.2%	41.0	-18.5%	2.9%	2.3	0.6	-17.3%	6.8%
Cc1ccc(-n2c(SCC(=O)N3CCOCC3)nc(O)cc2=O)cc1
    -0.7	5.9%	13.0	13.1%	-18.9%	0.6	-4.1	-5.8%	4.3%

Pulled by structure from the list above, 4 records:
Order of results – PI5P4Ka inh	PLK1 PBD inh	D3 antag	HEK293 tox	WRN helicase inh	DRD3 agonist	IL-2 act	GLP1R ag	GLP1R inv ag
COC(=O)[C@@H](NC(=O)Nc1cc(Cl)ccc1C)C(C)C
    nt	-6.5%	-9.3	10.4%	-6.7%	4.5	1.5	8.3%	-4.5%
Clc1ccc(-c2nnc(N3CCOCC3)o2)cc1
    1.1	-3.5%	9.3	-3.5%	-2.9%	10.2	0.1	17.3%	16.0%
CCCCCN1C=CC(=C2C(=O)c3ccccc3C2=O)C=C1
    ?	3.9%	-6.5	3.3%	5.3%	0.0	4.6	22.2%	?
O=c1c2ccccc2c(C=NCCO)c(O)n1-c1ccccc1
    3.6	-8.1%	-27.2	5.7%	0.4%	-1.9	1.8	-9.8%	-17.9%

Additional records
Order of results – PI5P4Ka inh	PLK1 PBD inh	D3 antag	HEK293 tox	WRN helicase inh	DRD3 agonist	IL-2 act	GLP1R ag	GLP1R inv ag
CCc1c(C)c2ccc3c(c2oc1=O)CN(Cc1ccccc1)CO3
    nt	nt	nt	133.2%[activator]	nt	-18.4	nt	10.5%	-3.1%
CC1CC(C)CN(c2oc(-c3ccccc3Cl)nc2C#N)C1 (stereo not given)
    nt	0.7%	9.6	2.2%	-4.0%	-0.5	2.0	2.0%	4.0%
O=c1c(=Nc2ccccc2O)c(=O)c2ccccc12
    -5.5	-14.2%	-4.7	2.1%	6.0%[57.1 µM]	-4.6	1.4	-0.8%	-0.2%
CC(NC(=O)CC(c1ccccc1)c1cc(Cl)ccc1O)c1ccccc1 (stereo not given)
    0.0	4.3%	4.3	17.1%[1.53 µM]	?	1.4	-0.4	-12.6%	?
CCCCN(CC)CCCNC(=O)c1ccc(CSc2nc3ccncc3[nH]2)cc1
    -1.6	-15.5%	2.0	-0.5%	2.7%	11.8	-2.1	22.4%	1.7%
O=C(NCCN1CCN(C(=O)Nc2ccccc2)CC1)Nc1ccccc1
    1.5	2.6%	13.0	-6.0%	-6.0%	-9.1	2.0	4.5%	1.6%
COc1ccc2sc(C)nc2c1NC(C)=O
    -1.8	-13.8%	2.8	-4.8%	-3.3%	-2.8	-0.4	3.7%	8.6%
O=C1CCc2cc(S(=O)(=O)NCCC(=O)NC3CCCCC3)ccc2N1
    -0.9	-2.1%	-2.6	5.0%	-5.0%	2.8	-2.4	-3.0%	20.8%
CCCCNC(=O)N(O)C1N(/N=C/c2ccccc2F)C(=S)SC1(C)C (stereo not given)
    0.2	3.4%	-9.6	1.1%	11.9%	-27.7	-6.6	3.6%	?
COc1cccc(S(=O)(=O)NCC(=O)N2CCCCCC2)c1
    4.0	-7.3%	4.4	-5.4%	3.3%	-9.3	0.9	-6.2%	8.5%
O=C(c1ccccc1)C1CCN(C(=O)Nc2ccccc2)CC1
    -1.6	-9.5%	-15.1	7.9%	-13.3%	-12.0	-1.2	6.6%	-25.6%
O=C(CSc1nnc(-c2ccncc2)o1)Nc1ccc(F)c(F)c1
    -0.2	2.2%	5.0	-1.7%	0.9%	7.0	-0.6	-1.7%	11.9%
Cc1cccc(C(=O)NC2CCN(S(=O)(=O)c3ccccc3)CC2)c1
    4.8	0.7%	-4.1	7.2%	-5.9%	5.4	4.7	5.1%	12.7%
CCOc1ccc(NC(=O)N2CCC(NC(=O)C(Cc3ccccc3OC)NC(C)=O)CC2)cc1 (stereo not given)
    16.4	-0.7%	12.0	13.1%	3.5%	13.9	-0.7	4.6%	-5.3%
Cc1nc([N+](=O)[O-])cn1C(C)C
    -0.5	-12.1%	2.1	15.5%	2.2%	2.2	-7.5	4.7%	-1.0%
C(=C\c1nccc2c1[nH]c1ccccc12)/c1ccccc1
    4.1	-10.2%	-4.8	46.8%[activator]	-14.2%	-0.4	-1.9	-9.0%	?
C[C@@H](OC(=O)N1CCCCC1)[C@H]1O[C@]2(C)CCCC[C@H]1O2
    -0.5	-6.4%	1.5	3.8%	10.0%	3.1	0.0	4.9%	16.2%
O=C(OCc1ccccc1)N1CCC2CC1c1cc(-c3ccccc3)ccc12 (stereo not given)
    17.8	-0.3%	42.6	1.6%	-4.2%	14.2	0.0	10.9%	?

This is a random part of the collection. About 7.8% of those tested had a hit in this group.
